Screening results deposited in PubChem BioAssay by National Center for Advancing Translational Sciences (NCATS).
TDP1 cell CPT = growth inhibition of DT40 Tdp1-/-;hTDP1 cells with camptothecin (screen for TDP1 inhibitors); chicken DT40 Tdp1-/-;hTDP1 cells + 20 nM CPT, ATP luminescence, 48 h; Potency, µM (top dose mostly 46.2 µM), without a hit: at the top dose activity change, negative = growth inhibition, most hits filed as inhibitors; actives 12% (n = 420,000); AID 686979; further: nearly all actives have a fitted effect of over 55% in size
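Chicken DT40 Tdp1-/- cells stably complemented with human TDP1 were seeded at 400 cells/well in medium containing 20 nM camptothecin, exposed to pin-transferred compounds, and grown at 37 °C for at least 48 hr. Viability was read as ATP luminescence.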
N370S GC = inhibits or activates N370S mutant glucocerebrosidase | P04062 | N370S GC spleen homogenate, 4MU-glucoside fluorescence | Potency, µM (highest dose often 59.4 µM), without a hit: at the top dose activity change, negative = inhibition, actives largely listed as inhibitors | actives 0.092% (n = 330,000);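 further: 0% = full enzyme activity and -100% = no enzyme basal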
FEN1 inh = human FEN1 inhibition; P39748; Recombinant FEN1 flap cleavage, fluorescence, 15 min; Potency, µM (doses to about 114 µM), for inactives: at the top dose activity change, negative = inhibition, actives largely listed as inhibitors; actives 0.35% (n = 390,000); further: nearly all actives have a fitted effect of over 65% in size
Target sequence (P39748 whole entry, looked up): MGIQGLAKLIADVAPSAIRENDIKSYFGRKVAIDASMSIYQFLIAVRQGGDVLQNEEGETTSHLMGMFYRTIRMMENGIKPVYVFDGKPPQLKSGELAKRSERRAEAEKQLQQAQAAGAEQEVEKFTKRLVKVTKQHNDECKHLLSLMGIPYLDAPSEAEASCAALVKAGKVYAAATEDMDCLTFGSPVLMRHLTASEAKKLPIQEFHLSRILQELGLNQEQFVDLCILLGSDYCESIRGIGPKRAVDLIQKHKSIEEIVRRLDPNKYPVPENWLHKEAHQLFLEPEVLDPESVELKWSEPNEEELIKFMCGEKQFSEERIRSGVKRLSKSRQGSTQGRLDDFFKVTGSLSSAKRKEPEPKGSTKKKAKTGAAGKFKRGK
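Enzyme 10 nM, 15 min RT preincubation with compound; start with substrate 50 nM final; reads at 0 and 15 min; qHTS titration, four-parameter Hill fit.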
The depositor's hits bear a star; ? = inconclusive; / = not tested or not shown. The call rests on the fitted dose curve; in most records, active means well fitted curve in the direction sought with a large enough effect; inconclusive means small, poorly fitted or top-dose-only effect, or another doubt; inactive means no such curve, though single readings can be large; an effect the other way counts as inactive or inconclusive. Unless noted, on the % scale 0 is the no-effect control and ±100 the full control effect; potency means the concentration at half of the fitted maximal effect.

SMILES	TDP1 cell CPT	N370S GC	FEN1 inh
Cc1ccccc1N1CC(=O)Nc2c(oc3nc(-c4ccccc4)cc(C)c23)C1=O	-26%	-24%	6%
CCc1ccc(NC(=O)CC2C(=O)N(c3ccc(F)cc3)C(=O)N2Cc2ccc(F)cc2)cc1 (stereo not drawn)	13µM*	/	-5%
Cc1ccc(OCC(=O)N(C)CC(=O)Nc2ccc(F)cc2)c([N+](=O)[O-])n1	19%	-12%	-4%
COc1ccc(C(=O)Nc2nc3ccccc3[nH]2)cc1S(=O)(=O)N1CCCC1	-35%	4%	-4%
Cc1onc(C(N)=O)c1C(=O)Nc1ncc(C(F)(F)F)cc1Cl	1%	3%	-6%
Cc1cccn2c(=O)c(C(=O)NCCc3ccccc3)cnc12	-26%	/	-2%
CCCCC(c1nnnn1Cc1ccco1)N1CCN(c2nc3ccccc3s2)CC1 (stereo not drawn)	-26%	13%	-8%
COc1cccc(NC(=O)C2CCCC2)c1	-4%	-7%	1%
CN(CC(=O)NC1CCCCCCC1)S(=O)(=O)c1cnc[nH]1	3%	-7%	-8%
O=C(c1ccc(F)cc1)n1c(=S)nc2ccccn21	?	-3%	-6%
CN1C(=O)N(S(=O)(=O)c2ccc(F)c(F)c2F)C(=O)C1(C)C	-9%	1%	-13%
O=C(NCc1cccc(Cl)c1)c1ccc(N2CC3CC(C2)c2cccc(=O)n2C3)c(NC(=O)c2cccnc2)c1 (stereo not drawn)	-19%	0%	3%
O=[N+]([O-])c1ccc(C(O)CN=Cc2ccc(O)cc2O)cc1 (stereo not drawn)	23µM*	-13%	2%
CC(=O)Nc1ccc(S(=O)(=O)Nc2nc(-c3ccc(C(C)(C)C)cc3)cs2)cc1	-5%	-5%	-4%
CCC1CCCCN1C(=O)Nc1cc(Cl)ccc1OC (stereo not drawn)	-7%	-6%	-8%
O=S(=O)(c1ccccc1)N1CCC(n2cnc3ccccc32)CC1	7%	-6%	8%
CCC(Sc1nc(N)c(NC(=O)c2ccc(OC)c(OC)c2)c(=O)[nH]1)C(=O)OC (stereo not drawn)	0%	0%	-1%
O=C(CNS(=O)(=O)c1c(F)cccc1F)NC1CCCc2ccccc21 (stereo not drawn)	-13%	/	-4%
CC(Oc1ccc(Br)cc1)C(=O)NCC(c1cccs1)N1CCOCC1 (stereo not drawn)	-29%	-6%	-4%
CN1C(=O)c2cccc3c(N)ccc(c23)C1=O	-23%	5%	?
COc1ccc(S(=O)(=O)N2CCOCC2)cc1C(=O)N(C)Cc1ccco1	0%	/	-6%
CCCN1CCCC[C@H]1C(=O)Nc1c(C)cccc1C	?	/	3%
O=C(COc1ccc(Cl)cc1)OCc1cc(=O)n2nc(-c3cccs3)sc2n1	-11%	/	-5%
COc1cccc(NC(=O)c2sc(Cl)nc2C)c1	-20%	-7%	10%
O=C(Nc1ccc(Cl)cc1)N1CCN(c2ccccc2)CC1	?	6%	1%
CC1O[C@@H](O[C@H](C)CC/C=C/C(=O)O)C(O)C[C@H]1O (stereo partly drawn)	-14%	-7%	0%
COc1ccc(N2CCN(CCCNC(=O)C3CCN(S(=O)(=O)N4CCOCC4)CC3)CC2)cc1	-6%	-5%	-7%
O=C(OCc1ccccc1)Oc1cncc(C(=O)O)c1	?	3%	0%
Nc1nonc1/C(=N/O)N1CCN(CCO)CC1	6%	0%	0%
CCC1SC(CC)C(=O)N(CC(=O)NCCc2ccccc2)C1=O (stereo not drawn)	9%	1%	-6%
COc1cc(C2N(c3ccccc3)CCN2c2ccccc2)cc(OC)c1OC	-25%	-1%	?
N#C/C(=C\c1cccc([N+](=O)[O-])c1)c1ccccn1	-24%	7%	-18%
CCCCn1c(N)c(N(CC(C)C)C(=O)COC(=O)c2ccccc2NCCO)c(=O)[nH]c1=O	-1%	?	-2%
COc1ccc(OC(=O)C(C)N2C(=O)c3ccccc3C2=O)cc1 (stereo not drawn)	-17%	1%	7%
Cc1ccc(F)cc1NS(=O)(=O)c1ccc(Cl)s1	-27%	/	-14%
CC1CCCC(NC(=O)NC(=O)COC(=O)C2=NN(c3ccccc3)C(=O)CC2)C1C (stereo not drawn)	-2%	/	4%
C=CCNC(=O)C1CCN(c2c([N+](=O)[O-])cc(C(F)(F)F)cc2[N+](=O)[O-])CC1	-2%	1%	3%
Cc1cc(=O)[nH]c(CN2CCOCC2)n1	27%	10%	5%
O=C(Nc1ccc(Cl)cc1Cl)[C@@H]1CC=C[C@@H]2CCN(C3CCCCC3)C(=O)[C@@H]21	16µM*	/	14%
Cc1ccccc1OCC(=O)Nc1ccc(NC(=O)c2ccco2)cc1	?	-11%	-4%
CCCN1CCC(=O)N(C(CSc2ccc(OC)cc2)Cc2ccccc2)CC1 (stereo not drawn)	/	-5%	12%
CN(C)CCCN(C(=O)c1ccco1)c1nc2ccc(Br)cc2s1	23µM*	-16%	-1%
COc1cc(S(=O)(=O)N2CCn3cccc3C2C)ccc1NC(C)=O (stereo not drawn)	-1%	/	-9%
CCOc1cc(/C=C2\C(=O)ON=C2c2ccccc2)ccc1OC	23µM*	24%	2%
CN(C)S(=O)(=O)n1cc(/C=C(\NC(=O)c2ccccc2Cl)C(=O)N2CCOCC2)c2ccccc21	-10%	0%	1%
CCOC(=O)c1c(NC(=O)c2nc(SC)ncc2Cl)sc(C)c1C	6%	/	-4%
Cc1ccc(S(=O)(=O)/N=C2/NC(=O)/C(=C/c3cccnc3)S2)cc1	?	-1%	5%
CCCc1c2c(cc3c(=O)cc(C(=O)OCC)oc13)CCCC2	?	-11%	7%
CNC(=O)c1cc(-c2ccc(Cl)cc2)n(-c2ccccc2)n1	0%	-4%	-12%
CCCCn1c(N)c(N(CC(C)C)C(=O)CCCc2nc3ccccc3c(=O)[nH]2)c(=O)[nH]c1=O	2%	-6%	2%
COc1ccc(C(CNC(=O)c2cccc(Br)c2)N2CCCC2)cc1 (stereo not drawn)	?	-1%	-2%
CC(Sc1nnc(CN2CCCC2)n1Cc1ccccc1)C(=O)Nc1ccc(F)cc1 (stereo not drawn)	-29%	-1%	7%
COC(=O)c1ccc(NC(=O)C(c2ccccc2)N2Cc3ccccc3C2=O)cc1 (stereo not drawn)	?	/	-18%
Cc1cc(C(=O)CSc2nnc(-c3ccc(Cl)cc3)n2CC2CCCO2)c(C)n1C (stereo not drawn)	12µM*	4%	-6%
Cc1ccc(C(C)C)c(OCC(=O)NN=C2CCCCCCC2)c1	?	0%	6%
Cc1ccc(NC(=O)[C@H](C)NC(=O)C2CCN(C(=O)[C@@H](NC(=O)OC(C)(C)C)C(C)C)CC2)cc1	26%	-5%	-1%
CC(=O)N/C(=C/c1ccc2c(c1)OCO2)C(=O)NCCCO	8%	-1%	-1%
CCc1nc(N)c(C#N)c(-c2cccnc2)c1C	-16%	4%	6%
Cc1ccccc1NC(=O)Cn1nnc2c(cnn2-c2ccc(F)cc2)c1=O	-26%	5%	7%
O=C1C=C(O)CC(c2ccc(Cl)cc2)C1 (stereo not drawn)	4%	0%	-5%

Other structures
SMILES	TDP1 cell CPT	N370S GC	FEN1 inh
COc1nc(-c2ccc(Cl)cc2Cl)nc2ccccc12	?	1%	-12%
Cc1cc2oc(=O)cc(CN(C)Cc3ccccc3)c2cc1C(C)C	?	4%	11%
CC(NC(=O)c1ccccc1F)C1CC1 (stereo not drawn)	10%	14%	-2%
CN(C)c1nc(Nc2ccc(F)cc2)nc(Oc2ccc(F)cc2)n1	?	0%	-15%
CCC1Oc2ccc(C)cc2N(CC(=O)N2CCN(c3ccc(F)cc3)CC2)C1=O (stereo not drawn)	21µM*	-10%	-17%
C[C@H]1CN(S(=O)C(C)(C)C)[C@H](CCO)/C1=C\c1ccccc1 (stereo partly drawn)	-2%	/	13%
CCOc1ncnc2c1oc1nc(CC(C)C)c3c(c12)CC(C)(C)OC3	?	5%	8%
CSc1ccc(CN2CCCC(CO)(Cc3ccccc3)C2)cc1 (stereo not drawn)	?	-4%	-18%
O=C(Nc1c2c(nn1-c1ccccc1)CS(=O)(=O)C2)C1CCCC1	-6%	-15%	4%
Nc1nonc1-n1nnc(C(=O)N/N=C/c2ccc(Cl)cc2Cl)c1CN1CCOCC1	-13%	-9%	7%
O=C(O)CCNS(=O)(=O)c1cccc(Br)c1	6%	-4%	-7%
COC(=O)C1=C(C)NC2=C(C(=O)c3ccccc32)C1c1cccc(OC)c1 (stereo not drawn)	-24%	2%	-15%
CCN1CCN(C(=O)c2cc(-c3ccc(Cl)s3)nc3ccccc23)CC1	?	?	-11%
O=C(NCc1ccccn1)c1c(Cl)cccc1Cl	-14%	18%	-4%
COc1ccc(NC(C)=O)cc1NC(=O)C1CCN(C(=O)Nc2ccccc2)CC1	10%	-14%	-12%
CC(=O)Nc1c(F)c(F)c(F)c(F)c1F	-7%	-6%	14%
Cc1ccc2nc(C)c(C(=O)N/N=C/c3ccco3)cc2c1	-10%	-3%	-1%
Cc1cccc2sc(N(CCN(C)C)C(=O)C3CCN(S(=O)(=O)c4cccs4)CC3)nc12	?	?	-18%
CCN(C(=O)c1cc2c(=O)oc3ccccc3c2s1)c1ccccc1F	?	/	-7%
C=CC[n+]1c(-c2ccccc2)csc1NC(C)(C)C	5%	-2%	2%
CC1(C)Cc2c(cnn2-c2ccc(F)cc2)C(NC(=O)CCN2CCCC2=O)C1 (stereo not drawn)	18µM*	-22%	?
CCN(CC)S(=O)(=O)c1ccc(C(=O)NCCSc2c(-c3ccc(C)cc3)[nH]c3ccccc23)cc1	5.8µM*	/	-12%
CCNC(=O)N1C(=O)C2(OCCO2)c2ccccc21	6%	0%	6%
CS(=O)(=O)Nc1cccc(C2=NN(C(=O)c3ccccc3)C(c3cccs3)C2)c1 (stereo not drawn)	21µM*	-4%	3%
O=C(CSc1nc(=O)n2ccccc2n1)N1N=C(c2cccs2)CC1c1ccc(F)cc1 (stereo not drawn)	-26%	?	7%
CC(=O)c1ccccc1OC(=O)CCN1C(=O)C2C3C=CC(C4CC34)C2C1=O (stereo not drawn)	-17%	7%	2%
CC(=O)Nc1nc(C)c(Oc2cccc(C(F)(F)F)c2)c(=O)[nH]1	16%	-2%	7%
CCCC[C@@H]1CN=C(N)N1CCc1cccc(F)c1	9.2µM*	/	14%
N=c1c2c3c(sc2ncn1N)CCCCC3	-12%	0%	-3%
Cc1ccc(OCCSc2nc3ccc(NC(=O)COc4ccc(C)cc4)cc3s2)cc1	?	/	2%
COc1ccc2c(c1)C1NC(=S)N[C@@](C)(O2)C1C(=O)Nc1ccccc1 (stereo partly drawn)	-29%	5%	7%
COCCNc1ncnc2c1c(-c1ccccc1)cn2-c1cccc(Cl)c1	?	/	-23%
O=C(NC(=S)Nc1ccccc1)c1ccc(Br)o1	-23%	/	-3%
CC(=O)Oc1ccc2occ(C(=O)c3ccccc3)c2c1	-11%	/	-1%
CCn1cc(C(=O)OCC(=O)N(C)Cc2ccccc2)c(=O)c2ccc(C)nc21	-3%	0%	3%
CCOC(=O)N1CCN(C(=O)COC(=O)c2cc(Cl)c(O)c(Cl)c2)CC1	-5%	-8%	5%
COc1ccc(NC(=O)c2ccco2)cc1NC(=O)c1cccs1	-2%	9%	6%
Cc1csc(NC(=O)c2cc(C)nc3ccccc23)n1	10%	11%	-7%
Cc1cccc(NC(=O)c2ccc(-n3cccn3)c([N+](=O)[O-])c2)c1	-11%	-3%	6%
CCN(CC)CCNS(=O)(=O)c1ccc(Cl)cc1	-18%	-5%	-7%
CC(=O)Nc1ccc(S(=O)(=O)N2CCN(C(=O)N3CCOCC3)CC2)cc1	-6%	-24%	7%

A portion of the library (hit frequency here may not be typical).
